# ROMK primary: ROMK potassium channel modulators, primary screen, cell-based, thallium flux, MLSMR library | Tet-inducible ROMK, thallium flux fluorescence; actives lie on both sides | 130,000 tested, 2% active | B-score at 10 µM;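 active = signal ratio slope over the read window, or its plate-corrected B-score, at least 3 SD from the plate mean, either direction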;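 note: B-score of the F/F0 ratio slope over 7 to 12 s after thallium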
# Target sequence (P48048 whole entry, looked up): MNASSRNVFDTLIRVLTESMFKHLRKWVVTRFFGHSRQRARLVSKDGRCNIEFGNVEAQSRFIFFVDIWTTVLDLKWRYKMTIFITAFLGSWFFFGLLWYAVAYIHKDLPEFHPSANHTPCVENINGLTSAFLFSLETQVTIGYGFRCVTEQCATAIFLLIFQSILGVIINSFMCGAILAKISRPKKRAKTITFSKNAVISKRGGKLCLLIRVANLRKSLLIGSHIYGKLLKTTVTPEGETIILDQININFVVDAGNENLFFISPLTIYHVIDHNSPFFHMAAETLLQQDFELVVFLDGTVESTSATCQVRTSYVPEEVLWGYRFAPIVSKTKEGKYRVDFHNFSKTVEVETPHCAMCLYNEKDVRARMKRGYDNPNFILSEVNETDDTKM
# SRC2 TRFRET art: TR-FRET signal artefacts, primary screen, artefact control for PPARgamma SRC-2 agonist project, biochemical | TR-FRET artefact counter-screen; hits give high values | TR-FRET ratio at 8 µM | AID 1049, 2008 | 200,000 tested, 0.4% active; in the data active = TR-FRET ratio above about 2000; note: inactives centre near 1500
# S1P3 antag: S1P3 receptor antagonists, primary screen, cell-based; Sphingosine 1-phosphate receptor 3 (Homo sapiens), Q99500; CHO S1P3 NFAT-BLA reporter, FRET fluorescence, antagonist mode; inhibition, % at 4.98 µM; 170,000 tested, 0.27% active;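 active = inhibition above the plate cutoff, the mean inhibition of test wells on that plate plus 3 SD, cut at about 28% in these data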;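 note: cells challenged with S1P at its EC80 of 0.8 µM; blue over green emission ratio from cleaved BLA substrate after 4 h stimulation; 0% = S1P-stimulated wells and 100% = unstimulated DMSO-only wells; some compounds past the cut are filed as inactive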
# L major viab: Leishmania major promastigote growth inhibition, primary screen; Leishmania major promastigotes, resazurin fluorescence viability; AID 1063, 2008; 200,000 tested, 9% active; inhibition, % at 10 µM; in the data active = inhibition above about 50%;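 note: promastigotes grown with compound for 44 hours at 28 °C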
# DTT redox prof: compounds producing H2O2 with reducing agent – biochemical, NIH compound library profiling, artefact control for MLSCN library redox annotation, primary screen. DTT-dependent redox cycling H2O2, phenol red/HRP absorbance; 100% = 100 µM peroxide control, 0% = buffer. AID 878, 2007. 200,000 tested, 0.03% active. activation, % at 10 µM;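 active = activation of at least 50% relative to the plate's high and low controls in the primary single-dose screen; inactive = activation below 50%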;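 note: compound incubated with DTT at 0.8 mM final as the reducing agent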
# bIAP inhibitor: bovine intestinal alkaline phosphatase inhibitors, primary screen, selectivity assay for TNAP inhibitor project, biochemical, bovine IAP, CDP-star luminescence. alkaline phosphatase, intestinal [Bos taurus]. purified bovine IAP, 30 min. inhibition, % at 20 µM. 190,000 tested, under 10 active;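 active = over 50% inhibition of intestinal alkaline phosphatase at 20 µM in the single-dose screen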
#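 Assay system: bovine IAP enzyme; medium: DEA buffer 100 mM, pH 9.8, with MgCl2 1.0 mM, ZnCl2 0.02 mM; doses: 20 µM single dose; incubation: enzyme reaction for 30 min at room temperature; detection: CDP-star luminescence signal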
# PPARg SRC-2 ag: agonists of PPARg-SRC-2 recruitment, primary screen, biochemical, HTS; PPARgamma LBD-SRC-2 recruitment; activation, % at 8 µM; 200,000 tested, 0.34% active; in the data active = activation above about 22%;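 note: 0% = vehicle and 100% = reference agonist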
# Target sequence (P37231 whole entry, looked up, the tested form may be a part): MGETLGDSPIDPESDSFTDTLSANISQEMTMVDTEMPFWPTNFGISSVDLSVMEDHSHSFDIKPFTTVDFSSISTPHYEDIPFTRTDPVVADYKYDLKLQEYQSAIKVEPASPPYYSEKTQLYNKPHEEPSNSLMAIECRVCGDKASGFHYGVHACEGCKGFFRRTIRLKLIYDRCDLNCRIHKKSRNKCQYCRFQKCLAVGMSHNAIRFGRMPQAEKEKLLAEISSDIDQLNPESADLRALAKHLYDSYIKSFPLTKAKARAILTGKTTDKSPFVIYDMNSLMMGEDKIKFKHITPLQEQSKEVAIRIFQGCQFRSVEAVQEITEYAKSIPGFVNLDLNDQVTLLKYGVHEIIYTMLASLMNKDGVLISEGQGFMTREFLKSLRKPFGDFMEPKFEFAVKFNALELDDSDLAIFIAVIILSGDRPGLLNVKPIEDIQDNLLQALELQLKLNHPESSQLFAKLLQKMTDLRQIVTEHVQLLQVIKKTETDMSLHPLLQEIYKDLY
# PPARg SRC1 recr: PPARgamma agonists recruiting SRC-1 coactivator, primary screen, biochemical. Peroxisome proliferator-activated receptor gamma (Homo sapiens), P37231. PPARgamma-SRC-1 coactivator recruitment biochemical assay. activation, % at 8 µM. 200,000 tested, 0.41% active. AID 631, 2007; in the data active = activation above about 19%;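 note: 0% = DMSO and 100% = reference agonist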
# TLR4 MyD88 comp: inhibitors of TLR4-MyD88 association in cells, primary screen, cell-based, HeLa CL3-4, BLA complementation, FRET ratio | Toll-like receptor 4 (Homo sapiens) + Myeloid differentiation primary response protein … | HeLa CL3-4 TLR4/MyD88 BLA complementation | inhibition, % at 8.4 µM | 200,000 tested, 0.18% active | AID 861, 2007; in the data active = inhibition above about 25%;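 note: 0% = vehicle and 100% = reference inhibitor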
# PPARg SRC-3 ag: PPARgamma agonists recruiting SRC-3 coactivator, primary screen, biochemical | Peroxisome proliferator-activated receptor gamma (Homo sapiens), P37231 | biochemical PPARgamma/SRC-3 coactivator recruitment assay | activation, % at 8 µM | 200,000 tested, 0.26% active | AID 731, 2007; in the data active = activation above about 23%;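 note: 0% = DMSO and 100% = reference agonist; some compounds past the cut are filed as inactive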
# bIAP act: bovine intestinal alkaline phosphatase activators, primary screen, biochemical, bovine IAP, CDP-star luminescence | alkaline phosphatase, intestinal [Bos taurus] | purified bovine IAP, 30 min; hits give high values; fold of DMSO-control signal, blank-subtracted | activation factor at 20 µM | 200,000 tested, 0.17% active | AID 1016, 2008;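 active = activation factor of 2 or more at 20 µM, a signal rise over negative controls twice the positive control's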
# An asterisk follows results filed as active; · = not tested or not shown.
SMILES,ROMK primary,SRC2 TRFRET art,S1P3 antag,L major viab,DTT redox prof,bIAP inhibitor,PPARg SRC-2 ag,PPARg SRC1 recr,TLR4 MyD88 comp,PPARg SRC-3 ag,bIAP act
O=C(CN1C(=O)c2ccccc2S1(=O)=O)N1CCN(c2ccccc2F)CC1,0.41,1643,·,-3,-0.1,-2,3,-2,-14,-2,1
O=C(Nc1ccc2c(c1)OCCO2)c1c(F)cccc1F,·,1465,18,-7,0.2,19,9,4,-8,6,0.8
COc1ccc(OC)c(S(=O)(=O)n2ccnc2C)c1,0.23,1463,·,16,0.0,32,6,4,-5,2,0.7
COc1ccc(S(=O)(=O)Nc2cc(OC)c(NC(=O)c3ccco3)cc2OC)cc1,-0.93,1518,-35,14,2.3,8,2,5,-3,-6,0.9
Cc1cccc(C)c1NC(=O)C1(C)c2cccc[n+]2CC(=O)N1Cc1cccs1 (stereo not drawn),0.31,1578,-8,13,-1.6,-16,1,-3,-5,1,1.2
CCOc1ccc(-c2ncncc2-c2ccc(OC)cc2)c(O)c1,·,1637,26,44,-0.9,3,-3,9,1,21,1
CCCn1nnnc1SCC(=O)NCc1cccs1,-0.31,1827,-10,-9,1.0,16,-7,1,-1,-3,0.8
CC(=O)N(c1ccc2oc(=O)sc2c1)S(=O)(=O)c1ccccc1,-0.31,1469,-22,-3,0.2,44,4,-1,-10,7,0.6
Cc1ccc(CCNC(=O)C2CC(c3ccccc3[N+](=O)[O-])=NO2)cc1 (stereo not drawn),·,1701,·,-1,1.0,-4,4,-6,0,3,1
Cn1cc(CNCc2ccc(-n3cccn3)cc2)c(-c2ccccc2F)n1,·,1568,-3,8,-0.7,-3,0,-6,-4,1,1

# Reformatted with values under each structure: 2 of the compounds above
# Values run as follows: ROMK primary | SRC2 TRFRET art | S1P3 antag | L major viab | DTT redox prof | bIAP inhibitor | PPARg SRC-2 ag | PPARg SRC1 recr | TLR4 MyD88 comp | PPARg SRC-3 ag | bIAP act
COc1ccc(S(=O)(=O)Nc2cc(OC)c(NC(=O)c3ccco3)cc2OC)cc1
    -0.93 | 1518 | -35 | 14 | 2.3 | 8 | 2 | 5 | -3 | -6 | 0.9
Cc1cccc(C)c1NC(=O)C1(C)c2cccc[n+]2CC(=O)N1Cc1cccs1 (stereo not drawn)
    0.31 | 1578 | -8 | 13 | -1.6 | -16 | 1 | -3 | -5 | 1 | 1.2

# The results go on.
SMILES,ROMK primary,SRC2 TRFRET art,S1P3 antag,L major viab,DTT redox prof,bIAP inhibitor,PPARg SRC-2 ag,PPARg SRC1 recr,TLR4 MyD88 comp,PPARg SRC-3 ag,bIAP act
COc1ccccc1C(=O)Nc1cccc(SC)c1,0.78,1381,·,4,0.3,-5,-10,-1,8,-4,1
Cn1c(=O)n(CCc2ccccc2)c(=O)c2c1nc1n2CCN1Cc1ccco1,-0.87,1484,-16,24,-0.1,5,1,5,2,-6,0.9
C=CCNC(=S)N1CCC(C(=O)c2ccc(OC)cc2)CC1,·,1548,·,4,1.5,-6,-3,-5,-8,-5,1.1
CC(Cl)C(=O)Nc1ccccc1C#N (stereo not drawn),·,1421,19,3,-0.6,21,-3,6,-2,-4,0.8
Cc1cc(-c2sccc2Br)nc(-n2cccc2)n1,0.18,1890,-12,-3,-0.3,17,11,22*,2,10,0.8
O=C(c1ccco1)[C@@H]1[C@@H]2C(=O)N(c3ccc(Br)cc3)C(=O)[C@@H]2C2c3ccccc3C=CN21 (stereo partly drawn),0.029,1675,12,-8,-0.6,7,5,1,-10,6,0.9
COc1ccccc1C1C(C(=O)c2cc3ccccc3o2)=C(O)C(=O)N1CCN(C)C (stereo not drawn),·,1988*,-15,-7,-0.1,-14,17,20*,-6,25,1.1
COc1ccccc1NC(=S)NC(=O)CCCOc1ccc(Cl)cc1Cl,0.96,1691,·,5,0.3,42,8,-7,-3,3,0.6
C=CCn1c(NC(=O)c2ccccc2Cl)c(C#N)c2nc3ccccc3nc21,·,1795,-13,-11,-0.1,-1,14,6,-17,10,1
CCOCC(=O)Nc1nc2ccc(C)cc2s1,·,1692,·,4,8.1,15,8,-1,-9,5,0.9
CC(C)c1cc(C(=O)N/N=C/C=C/c2ccccc2)n[nH]1,0.86,1556,-9,38,0.2,8,-2,2,-3,-3,0.9
Cn1nnnc1SCC(=O)Nc1nc(-c2ccccc2)c(-c2ccccc2)o1,-0.037,1620,10,-7,5.5,1,-1,-4,-10,10,1
COc1ccc(-c2oc3cc(OC)c(O)c(OC)c3c(=O)c2OC)cc1O,·,1595,-5,24,0.3,12,4,7,-8,-1,0.9
CCOC(=O)c1c(C)n(-c2ccccc2)c2ccc(O)c(CN(C)C)c12,-1.8*,1542,-11,94*,-2.0,-4,-10,-9,-3,1,1
CCC(C(=O)OCC(=O)Nc1cccc(S(=O)(=O)NC2=NCCCCC2)c1)c1ccccc1 (stereo not drawn),-1.5,1649,5,-1,-0.1,-10,-4,-2,-3,-7,1.1
N#CC(C#N)=C1C=C2C=C(N3CCCCC3)CCC2CC1 (stereo not drawn),·,1630,17,3,0.1,-51,5,2,-6,2,1.5
COC(=O)c1cc(OC)c(OC)c(OC)c1N,·,1629,-15,-10,-1.4,16,5,3,11,-5,0.8
O=C(Cn1cnc2ccccc21)N/N=C/c1cccc([N+](=O)[O-])c1,-0.21,1631,7,1,-0.4,0,9,1,9,6,1
COCC(C)NC(=O)c1noc2c1CCc1cc(OC)ccc1-2 (stereo not drawn),-0.21,1577,14,-2,-0.3,3,-6,-15,7,-2,1
Cc1cc(C)c2c(N)c(C(=O)N3CCCCCC3)sc2n1,·,1393,4,-5,2.1,-6,-2,-2,0,5,1.1
COc1ccc(N/C=C/C(=O)c2ccc(C)cc2)c([N+](=O)[O-])c1,·,1500,·,4,-2.2,·,1,4,-20,3,·
Cn1c(SCC(=O)N2CCCC2)nnc1-c1cnccn1,0.93,1620,-13,-5,-0.8,-6,2,4,-13,5,1.1
COc1ccc(CNC(=O)c2sc3nc4c(c(C(F)(F)F)c3c2N)CCC4)cc1,·,1545,-3,-1,1.3,30,7,-4,-6,1,0.7
Cc1ccc(C)c(N2CCN(C(=O)Cc3cn(C)c4ccccc34)CC2)c1,·,1501,·,6,-5.4,11,9,0,8,8,0.9
COC(=O)C1=C(C)N(c2cccc(OC)c2)C(=O)/C1=C\c1ccco1,-0.85,1580,-16,2,-0.1,·,1,1,-18,1,0.5
Cc1cccc(Nc2c(F)c(F)c(F)c(F)c2C(=O)O)c1,-0.043,1731,-17,-8,-0.6,-9,3,-1,8,3,1.1
Cc1cc(/C=C(/C#N)c2nc3ccccc3[nH]2)c(C)n1-c1cccc([N+](=O)[O-])c1,0.64,1577,·,88*,0.9,9,6,4,-3,-1,0.9
NC(=O)CSc1nnc(-c2ccc([N+](=O)[O-])cc2)o1,-0.033,1448,-17,-4,-0.4,-6,-4,-1,4,1,1.1
COc1ccc(C(CNC(=O)c2ccc(-n3cnnn3)cc2)N2CCOCC2)cc1 (stereo not drawn),-0.3,1477,-9,1,0.2,2,-7,1,2,-6,1
Cc1cc2cc(CNC(=O)c3ccc(S(=O)(=O)N4CCOCC4)cc3)ccc2n1C,·,2210*,·,-2,-1.0,11,8,31*,4,45*,0.9
O=C(CSCc1ccccc1)Nc1ccc2c(c1)OCO2,·,1702,1,6,2.5,-1,3,2,1,9,1
Cn1c(SCC(=O)N(C2CCCCC2)C2CCCCC2)nnc1-c1cccs1,·,1717,24,18,0.6,-2,13,0,-4,2,1
COc1ccc(CNC(=O)Cc2c(C(=O)O)[nH]c3ccccc23)cc1,·,1433,·,-8,-3.3,-4,7,-2,-2,1,1
CNC(=S)Nc1ccc(OC)c(OC)c1,·,1482,·,2,1.5,16,1,2,-9,0,0.8
Cn1c(Cn2c(C(F)(F)F)nc3ccccc32)nc2ccccc21,1.1,1492,·,-3,0.0,3,13,0,-8,-2,1
Cc1cc(C)c(-c2csc(NC(=O)C3=NN(c4ccccc4)C(=O)CC3)n2)c(C)c1,·,1600,-1,17,-0.2,38,0,8,-8,0,0.6
Cc1ccccc1CN(c1ccc(C(=O)N/N=C/c2ccc(OCC(N)=O)cc2)cc1)S(C)(=O)=O,2.5,1622,-8,-3,-1.1,1,6,-4,-5,-3,1
NS(=O)(=O)c1ccc(NC(=S)NCc2ccccc2)cc1,-0.045,1653,-22,5,-0.5,7,9,-2,-8,6,0.9
O=C(CSc1nnc(C2COc3ccccc3O2)o1)N1CCOCC1 (stereo not drawn),·,1392,4,-10,0.7,0,3,-1,4,-9,1
Cc1cc(C)cc(NC2=CC(=O)CC(c3ccco3)C2)c1 (stereo not drawn),0.79,1531,·,5,0.2,5,-3,-1,3,-8,1
COCCCn1nnnc1SCC(=O)Nc1nc(C)c(C)s1,-0.0026,1423,-2,17,-2.8,8,-2,0,-12,10,0.9
CCC(C)NC(C(=O)Nc1ccc(Cl)c([N+](=O)[O-])c1)c1ccccc1 (stereo not drawn),·,1576,2,16,0.5,16,-4,0,-4,2,0.8
Cc1ncc(CN2CCN(C3CCCC3)C(CCO)C2)s1 (stereo not drawn),0.41,1433,-7,-7,-0.9,-2,-1,4,-1,4,1
Cc1cc(C)nc(/N=C(\N)Nc2ccc(F)c([N+](=O)[O-])c2)n1,·,1640,·,34,10,1,6,6,-8,-11,1
CCOC(=O)COc1nc(N(C)C)nc(N(C)C)n1,0.0088,1790,·,3,-0.2,1,4,9,14,8,1
CCCSc1nc(=O)n2cc(C)ccc2n1,·,1538,·,-4,-1.3,0,3,1,9,7,1
NC(=O)c1ccc(SCC(=O)NC2CCCCC2)c([N+](=O)[O-])c1,-0.14,1552,-15,8,-0.4,-8,-2,6,-6,-1,1.1
COc1ccc(NC(=O)CNC(=O)c2cccs2)cc1Cl,0.32,1627,2,1,0.4,-2,3,10,-2,2,1
Cc1cc(C)c(NC2=CC(=O)CC(C)(C)C2)c(C#N)c1,·,1499,-28,-1,0.1,10,3,6,11,-11,0.9
CC(C)(C)C(=O)NCCc1nc2ccccc2n1CC(=O)c1ccccc1,-0.044,1418,-1,-4,0.6,18,2,7,-5,1,0.8
COC(=O)c1ccc(C2CC(=O)Nc3cc(OC)c(OC)cc32)cc1 (stereo not drawn),0.61,1498,0,53*,-0.6,7,4,-2,0,2,0.9
Cc1cccc(C(=O)NCC(=O)OCC(=O)c2cc(C)n(CC3CCCO3)c2C)c1 (stereo not drawn),-1.7,1290,-8,-5,-2.3,-2,-2,-4,6,-2,1

# Shown as a hit in ROMK primary, among the entries above:
SMILES | ROMK primary | S1P3 antag | DTT redox prof | bIAP inhibitor | PPARg SRC-2 ag | TLR4 MyD88 comp | bIAP act
CCOC(=O)c1c(C)n(-c2ccccc2)c2ccc(O)c(CN(C)C)c12 | -1.8* | -11 | -2.0 | -4 | -10 | -3 | 1

# High-throughput results (PubChem BioAssay)
